Source: PubChem BioAssay (several laboratories)
Mot1-301 SUMO: blocks SUMOylation pathway, rescuing yeast Mot1-301 growth; S. cerevisiae Mot1-301 growth rescue, ATP luminescence, 38.5C; percent above DMSO median, 100 means doubled; growth rescue, % at 18.8 µM; 320,000 compounds, 1% hits; AID 2716;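 active means every valid replicate shows activation above 250% relative to neutral control wells; inactive means the rest, any valid replicate at or below 250%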;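 further: OY570 slx delta 5 strain wells were the positive control but not used for scaling; some compounds called inactive have numbers as strong as hits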
PfHsp90 set2: reduces growth (ATP signal) of yeast expressing P. falciparum Hsp90; 310,000 compounds, 0.32% hits; AID 504621; inhibition, % at 9.4 µM; S. cerevisiae expressing PfHsp90, BacTiter-Glo ATP, 48 h; yeast lacking PDR1 and PDR3 efflux regulators;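 active means every replicate shows inhibition above about 80%, whatever the replicate mean, limit read from the data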;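 further: 0% = DMSO neutral controls and 100% = 20 µM radicicol positive controls; yeast relying on Plasmodium falciparum Hsp90 in place of its own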
NSD2 HMT inh: blocks human histone methyltransferase NSD2 | NSD2 peptide methylation, AlphaScreen, 120 min | inhibition, % at 12.5 µM | 310,000 compounds, 0.54% hits | AID 743445; in the data active means inhibition above about 50%
Target sequence (O96028 whole entry, looked up): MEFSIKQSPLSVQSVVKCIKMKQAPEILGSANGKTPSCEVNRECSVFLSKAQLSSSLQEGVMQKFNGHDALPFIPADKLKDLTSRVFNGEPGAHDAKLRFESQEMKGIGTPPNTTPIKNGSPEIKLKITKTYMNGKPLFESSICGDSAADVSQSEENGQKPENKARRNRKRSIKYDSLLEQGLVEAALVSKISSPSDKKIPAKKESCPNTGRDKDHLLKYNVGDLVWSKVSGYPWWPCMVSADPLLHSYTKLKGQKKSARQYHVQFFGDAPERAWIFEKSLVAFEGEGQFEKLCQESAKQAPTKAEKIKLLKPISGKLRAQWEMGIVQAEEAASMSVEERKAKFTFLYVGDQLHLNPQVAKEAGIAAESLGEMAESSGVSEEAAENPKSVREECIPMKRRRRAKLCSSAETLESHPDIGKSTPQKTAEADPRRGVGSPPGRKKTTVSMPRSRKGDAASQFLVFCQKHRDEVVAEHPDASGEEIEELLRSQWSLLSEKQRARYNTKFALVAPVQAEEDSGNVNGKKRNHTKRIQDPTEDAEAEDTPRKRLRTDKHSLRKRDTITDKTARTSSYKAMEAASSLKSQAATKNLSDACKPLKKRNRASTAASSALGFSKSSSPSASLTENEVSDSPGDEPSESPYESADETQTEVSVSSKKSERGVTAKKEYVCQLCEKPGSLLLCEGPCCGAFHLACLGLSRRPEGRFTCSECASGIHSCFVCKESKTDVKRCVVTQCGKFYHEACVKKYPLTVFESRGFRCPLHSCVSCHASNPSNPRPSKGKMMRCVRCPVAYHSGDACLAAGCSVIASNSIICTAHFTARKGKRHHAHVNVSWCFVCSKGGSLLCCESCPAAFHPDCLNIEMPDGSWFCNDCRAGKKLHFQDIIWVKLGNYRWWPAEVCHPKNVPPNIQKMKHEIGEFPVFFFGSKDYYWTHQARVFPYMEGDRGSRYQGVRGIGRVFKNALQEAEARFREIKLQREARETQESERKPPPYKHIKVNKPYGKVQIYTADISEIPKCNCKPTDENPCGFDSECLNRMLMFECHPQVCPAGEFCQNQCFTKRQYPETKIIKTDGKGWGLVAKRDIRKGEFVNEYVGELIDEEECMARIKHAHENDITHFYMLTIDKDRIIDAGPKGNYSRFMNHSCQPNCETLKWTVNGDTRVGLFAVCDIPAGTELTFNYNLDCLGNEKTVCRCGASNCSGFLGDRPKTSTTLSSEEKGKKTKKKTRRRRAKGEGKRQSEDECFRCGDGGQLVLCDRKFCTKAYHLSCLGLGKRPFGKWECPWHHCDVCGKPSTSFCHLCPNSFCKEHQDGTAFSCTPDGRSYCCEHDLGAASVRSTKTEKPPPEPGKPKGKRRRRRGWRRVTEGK
Keap1-Nrf2 PPI: Keap1-Nrf2 (human) interaction inhibition | Q14145 | Keap1 Kelch-Nrf2 peptide fluorescence polarization, 1536-well | inhibition, % at 9.4 µM | 340,000 compounds, 0.15% hits | AID 504523; in the data active means inhibition above about 12%;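 further: human Keap1 Kelch domain with fluorescein labeled Nrf2 9mer peptide probe; 0% = neutral control wells and 100% = peptide positive control; higher means more block of Keap1 binding to Nrf2 peptide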
dFosB activator: activators of mouse delta FosB homodimer; P13346; purified delta FosB, TAMRA-CDK5 oligo fluorescence polarization; percent of positive-control signal above neutral wells; activation, % at 25 µM; 340,000 compounds, 0.99% hits;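 active means mean activation above about 17%, with every replicate also reaching it, limit read from the data, passing the limit was not always enough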;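 further: fluorescence polarization rise as delta FosB binds a TAMRA Cdk5 AP-1 oligo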
PvdQ inh: P. aeruginosa PvdQ acylase inhibition; purified PvdQ acylase, fluorescence plate reader; inhibition, % at 10 µM; 340,000 compounds, 0.063% hits; in the data active means inhibition above about 30%, passing the limit was not always enough;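 further: 0% = vehicle neutral wells and 100% = reference inhibitor wells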
RTF Ca sens act: cardiac RTF calcium sensitization. IANBD-labeled TnC RTF fluorescence at EC20 calcium; 0% EC20 calcium, 100% full calcium. AID 493008. P19429+P45379. activation, % at 7.2 µM. 340,000 compounds, 0.24% hits;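 active means activation above the mean over all tested compounds plus 3 SD, cut at about 30% in these data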;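 further: rise in fluorescence read as greater calcium sensitivity of cardiac thin filaments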
RTF Ca sens inh: cardiac RTF calcium desensitization; IANBD-labeled cardiac RTF, Ca2+ fluorescence; P19429+P45379; AID 493244; inhibition, % at 7.15 µM; 340,000 compounds, 0.12% hits;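 active means inhibition above the mean inhibition of all tested compounds plus 3 SD, cut at about 17% in these data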;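 further: assay run at fixed EC70 calcium of 1.6 mM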
LANA DNA inh: inhibitors of KSHV LANA C-terminal domain DNA binding; AID 504423; MBP-C-LANA/FAM-LBS DNA binding, fluorescence polarization; 340,000 compounds, 0.078% hits; inhibition, % at 9 µM;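 active means highest replicate inhibition at or above 60% at 9 µM, even if other replicates fall short; inactive means all replicates below 60% inhibition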;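 further: 0% = neutral control wells and 100% = 4 µM acridine orange control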
CDK5 p35 inh: inhibitors of human CDK5/p35 kinase | Recombinant CDK5/p35, ADP-Glo luminescence, 60 min | 330,000 compounds, 0.01% hits | Q00535+Q15078 | inhibition, % at 10 µM;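 active means highest replicate inhibition of at least 50% and at least 75% of replicates reaching 50%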;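 further: plate controls were DMSO neutral control for no effect and GW8510 at 10 µM for full effect; many of its hits are not listed in these tables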
Rtt109 HAT inh: blocks Candida albicans Rtt109/Vps75 acetyltransferase activity. Q5AAJ8. purified Rtt109/Vps75, ThioGlo CoA-SH fluorescence, 4 h. inhibition, % at 34.9 µM. 330,000 compounds, 0.16% hits. AID 540336;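 active means inhibition of at least 50% in every replicate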
The depositor's hits bear a star; nt = not tested or not shown; & = joins results of further samples.

SMILES	Mot1-301 SUMO	PfHsp90 set2	NSD2 HMT inh	Keap1-Nrf2 PPI	dFosB activator	PvdQ inh	RTF Ca sens act	RTF Ca sens inh	LANA DNA inh	CDK5 p35 inh	Rtt109 HAT inh
CN(C)N1C(N)=C(C#N)C(c2ccsc2)C2=C1CC(C)(C)CC2=O (stereo not given)	7	-1	nt	0	-5	-3	6	-6	-0.2	2.5	-4
NC(=O)NC(=O)CSc1ccccc1	5	nt	-3	-3	-3	-6	2	-5	-0.9	0.7	-8
CCN(CC)c1ccc(/C=N/NC(=O)CCC(=O)NCc2ccccc2)c(O)c1	-4	5	5	-5	-1	5	3	2	-2.5	0.8	0
CCCn1c(=O)[nH]c(=O)c2c(C(=O)OCC)cc(-c3cccs3)nc21	-1	-26	-6	0	-21	0	7	-7	2.6	1.3	-14
CC(=O)NC12CC3CC(C1)CC(C(=O)NCC(=O)Nc1c(C)cc(C)cc1C)(C3)C2	220	15	0	-3	-2	0	-1	2	-0.6	0.1	-2
Cc1ccc(C(=O)O/N=C(\N)c2cccnc2)cc1[N+](=O)[O-]	13	11	2	-3	2	-8	-1	-5	0.4	-0.5	1
CC(C)CNC(=O)C1CCN(c2ccc(S(=O)(=O)N3CCOCC3)cc2[N+](=O)[O-])CC1	3	24	-3	-2	-4	7	-4	-4	-1.1	0.5	5
O=C(O)CN1C(=O)CSC1=S	2	9	0	-2	-1	-1	-8	-3	-0.5	-0.4	2
CC1CCCC(C)N1C(=O)COC(=O)COc1ccc(C#N)cc1 (stereo not given)	-16	0	0	0	-6	0	-3	7	0.2	0.1	39
Cc1ccc(NC(=O)C2(N(C(=O)Cn3nnnc3N)c3ccc(C)cc3)CCCCC2)cc1	406	-7	nt	4	-12	0	7	5	-1.8	1.9	1
Cn1c(COc2ccc3ccccc3c2)nnc1SCC(N)=O	6	nt	-11	-1	-4	-14	-2	-1	2.2	-1.4	1
COc1cccc(CNc2nc3ccccc3n2C)c1O	-20	-4	-1	3	-9	-16	-2	-1	7.7	1.5	-2
CC(C)c1ccc(/C=N/NC(=O)C(=O)NCCCN2CCOCC2)cc1	2	7	-4	-1	-5	14	3	-1	0.1	0.1	-4
Cc1cc(=O)oc2cc(OCC(=O)N(C)C3CCS(=O)(=O)C3)c(Cl)cc12 (stereo not given)	0	0	-4	-2	-15	0	-4	-12	1.0	0.0	-14
O=C(N/C(=C\c1ccccc1)C(=O)N1CCCCC1)c1ccc(Br)o1	-19	-8	-1	1	-13	-4	-3	-6	-0.4	0.6	1
Clc1ccc(CNc2nnnn2-c2ccccc2)c(Cl)c1	-26	24	-1	-4	-6	-14	4	3	0.1	-3.4	4
CN(C)S(=O)(=O)c1cccc(C(=O)Nc2n[nH]c(C(F)(F)F)n2)c1	12	-16	-11	-4	1	-19	8	0	-1.3	0.5	-4
O=C1CCN(S(=O)(=O)c2ccccc2)CCN1CCOCc1ccc(C(F)(F)F)cc1	-3	19	nt	0	-5	8	-5	3	0.8	0.8	1
c1ccc(C2CC(c3cccs3)Nc3nnnn32)cc1 (stereo not given)	-4	nt	nt	-1	0	-15	7	-5	1.9	0.0	0
COc1cccc(NC(=S)Nc2ccc(O)cc2)c1	-14	1	5	-1	-10	-16	-1	-2	3.4	1.9	-3
CCC(=O)Nc1sc(Cc2ccc3c(c2)OCO3)c(C)c1C(N)=O	-10	-31	0	-7	-6	-10	-1	-14	-1.0	0.2	-3
Cc1ccc(S(=O)(=O)NCCSc2ccccc2)cc1[N+](=O)[O-]	-18	-4	1	-2	-6	-16	-5	-7	0.8	-0.9	6
CCOc1ccc2c(c1)c(=O)c(S(=O)(=O)c1ccc(CC)cc1)cn2C	21	-19	1	-3	-11	-15	3	-7	0.8	0.6	-3
Cc1nc(CSc2n[nH]c(=O)n2-c2ccccc2)cs1	-24	4	-1	0	0	-8	-3	-6	0.4	0.1	-11
COc1ccccc1-c1ccc(SCc2cccc(C)c2)nn1	10	-5	-8	3	4	-6	4	-7	-1.7	0.8	-17
COc1ccc(NC(=O)CC2CCCCC2)cc1OC	9	18	1	3	3	2	5	-8	-2.3	-0.5	16
COCCNc1nnc(SCC(=O)N2CCN(S(=O)(=O)c3ccccc3)CC2)s1	-5	9	-6	-9	0	-1	-4	-21	-0.2	-0.3	-17
CC(=O)Nc1ccc2ccccc2c1	-12	15	nt	0	2	4	-8	24*	-0.4	1.7	-1
COc1ccc(-c2noc(-c3ccc(Cl)cc3[N+](=O)[O-])n2)cc1OC	-3	-35	0	-2	-7	-6	6	-1	-0.6	0.6	-2
CCOc1cc(N2CCOCC2)c(OCC)cc1NC(C)C(=O)N1CCC(C)CC1 (stereo not given)	-8	-20	25	-1	-9	-13	12	3	2.1	-5.0	-3
NNC(=O)CNC(c1ccccc1)c1cc(Cl)ccc1NC(=O)c1ccccc1 (stereo not given)	0	-5	0	2	-7	-10	-4	-10	0.5	-1.2	-4
Cc1ccccc1N/C(SCc1ccc(Cl)cc1)=C(/C#N)C(N)=O	-20	-22	-2	-7	-10	-2	2	-4	0.8	-8.1	-2
Cc1ccc(/C=C(\NC(=O)c2ccccc2)C(=O)NCCc2ccccn2)o1	7	5	1	-13	-4	-10	-3	-7	-1.3	-0.4	-4
Cc1ccc(S(=O)(=O)N2CCN(CC(=O)NC3CCCc4ccccc43)CC2)cc1C (stereo not given)	-13	-8	1	-6&-2	-12&-16	-11&-15	2&3	2&0	0.5&0.0	0.8&-0.8	0&7
Cc1c(C(=O)N(Cc2ccncc2)CC2CCCO2)oc2c(F)cccc12 (stereo not given)	-2	10	-2	4	-7	-1	-4	-2	1.4	0.4	-1
Cc1ccc(/C=C/C(=O)NN2CCN(C)CC2)cc1	9	-3	3	-3	-3	-13	0	-11	-0.4	-1.4	-1
COc1ccc(-c2cccc(-c3cc(=O)oc4cc(OC)c(OC)c(OC)c34)c2)cc1	nt	17	nt	-2	-3	-1	-2	0	1.0	1.5	3
COc1ccccc1OCCNC(=O)c1cccc(S(=O)(=O)N2CC(C)OC(C)C2)c1 (stereo not given)	6	-4	-1	-1	-4	-7	-4	-11	0.0	0.4	-1
CC1(C)CC(=O)C=C(NCCN2CCN(C(=S)Nc3ccccc3)CC2)C1	220	5	-3	-2	1	-3	-2	4	0.0	-1.3	6
O=C(Nc1cc(C(F)(F)F)ccc1N1CCOCC1)c1cccc(F)c1	nt	-1	1	-1	-6	-9	-11	-6	2.1	2.0	2
COCCn1c(SCc2cccnc2)nnc1-c1ccco1	14	-3	-1	1	6	-22	-6	0	-1.0	1.0	9
Cc1cc(C)cc(N2CC(c3nc4ccccc4n3C)CC2=O)c1 (stereo not given)	1	16	nt	0	-4	-9	3	-1	2.4	1.2	0
COC(=O)C1=C(C)N(CCCC(=O)O)C(=O)NC1c1ccc(Cl)cc1 (stereo not given)	-10	-14	nt	2	6	-4	8	-7	-1.0	2.1	5
CCCCN(CC)CCCNC(=S)Nc1ccc2nc(N3CCN(CC)CC3)cc(C)c2c1	-16	20	nt	2	14	-13	-2	7	-2.8	-0.6	2
Nc1c(C(=O)Nc2ccc(Cl)cc2)sc2nc(N3CCOCC3)c3c(c12)CCCC3	23	-16	-12	-1	-8	-2	-2	-4	-1.4	0.8	6
COc1ccccc1/C=C/CN1CCN(Cc2ccc(C)o2)C(CCO)C1 (stereo not given)	-5	0	3	2	-12	-7	-7	2	1.6	1.0	nt
CCc1sc(NC(=O)c2cc3ccccc3oc2=O)nc1-c1cccs1	273	-19	-1	-3	-3	4	-3	3	0.7	-0.5	3
COc1ccccc1CCc1nnc(CCC(=O)NCCCOc2cccnc2)o1	-7	-8	1	1	4	3	0	1	-0.1	-0.8	15
COc1ccccc1-c1c(C)nn2c(N3CCOCC3)cc(C)nc12	-6	7	0	-1	1	-12	-1	-3	-0.7	0.3	1
CCOc1cc(/C=C/c2cccc[n+]2C)ccc1O	-7	9	13	-2	7	5	3	4	0.6	-0.8	4
COC(=O)C(NC(=O)c1c(C)nn(C)c1Cl)c1ccccc1 (stereo not given)	-11	-35	-1	5	3	-8	-3	-2	-1.4	1.9	5
COc1ccc2sc(NC(=O)c3ccco3)nc2c1	69	15	9	-3	9	5	-9	-3	1.6	-1.3	8
COc1ccccc1N1CCN(C(=O)c2onc(C)c2Cl)CC1	-12	25	nt	-1	-7	-3	-4	1	0.4	0.3	-5
Cc1ccsc1/C=N/n1c(-c2ccccn2)n[nH]c1=S	-6	5	-7	-4	-1	-10	-2	-11	-0.3	1.1	8
CCOC(=O)CNC(=O)c1nn(-c2ccc(OCC)cc2)c(=O)c2ccccc12	12	-22	-3	-1	-7	2	0	1	0.9	-0.6	7
COc1ccc(OCC2CNC(=O)O2)cc1 (stereo not given)	-3	5	-1	4	-4	-11	4	-22	-1.9	0.5	0
COc1ccc(CNC(=O)c2ccc3ccccc3n2)cc1OC	167	-35	0	-5	-14	-8	-4	4	0.3	-0.3	8
Cc1cccc(S(=O)(=O)NCCNS(=O)(=O)c2cccc(C)c2)c1	-7	10	-2	2	2	-4	-7	-11	-0.9	-1.2	13
CCOc1ccc(NC(=O)CN(C)C(=O)c2cn3ccccc3n2)cc1OCC	-3	-16	2	4	-7	-14	2	-7	0.0	1.1	-3
CC1Cc2cc(/C=C3/SC(=S)NC3=O)ccc2O1 (stereo not given)	-12	-11	nt	2	-5	-13	1	-5	0.2	1.8	4

(continued)
SMILES	Mot1-301 SUMO	PfHsp90 set2	NSD2 HMT inh	Keap1-Nrf2 PPI	dFosB activator	PvdQ inh	RTF Ca sens act	RTF Ca sens inh	LANA DNA inh	CDK5 p35 inh	Rtt109 HAT inh
CN(C(=O)c1c(Cl)cnn1C)C12CC3CC(CC(C3)C1)C2	6	-54	-2	-3	-3	-6	2	-28	-0.6	nt	-5
CCCCN1C=CC(=C2C(=O)c3ccccc3C2=O)C=C1	221	39	-9	-2	-8	0	2	-13	5.8	2.7	nt
COc1ccccc1N1CCN(C(=O)C2CCN(S(=O)(=O)c3ccc(C)cc3)CC2)CC1	989*	-9	-2	3	-7	3	-2	-3	-0.3	-0.2	7
COc1cc(/C=C2\C(=N)N3N=CSC3=NC2=O)cc(Br)c1OC(=O)c1ccco1	-19	6	11	-6	-15	-19	1	-3	-3.7	-7.1	18

Reformatted: three of the compounds above.
Compound | Mot1-301 SUMO | PfHsp90 set2 | NSD2 HMT inh | Keap1-Nrf2 PPI | dFosB activator | PvdQ inh | RTF Ca sens act | RTF Ca sens inh | LANA DNA inh | CDK5 p35 inh | Rtt109 HAT inh
CN(C(=O)c1c(Cl)cnn1C)C12CC3CC(CC(C3)C1)C2 | 6 | -54 | -2 | -3 | -3 | -6 | 2 | -28 | -0.6 | nt | -5
CCCCN1C=CC(=C2C(=O)c3ccccc3C2=O)C=C1 | 221 | 39 | -9 | -2 | -8 | 0 | 2 | -13 | 5.8 | 2.7 | nt
COc1ccccc1N1CCN(C(=O)C2CCN(S(=O)(=O)c3ccc(C)cc3)CC2)CC1 | 989* | -9 | -2 | 3 | -7 | 3 | -2 | -3 | -0.3 | -0.2 | 7
